Screens: PubChem, several laboratories
bIAP act – bovine intestinal alkaline phosphatase activators, primary screen, biochemical, bovine IAP, CDP-star luminescence. 200,000 compounds, 0.17% hits. activation factor at 20 µM. alkaline phosphatase, intestinal [Bos taurus]. purified bovine IAP, 30 min; hits give high values; fold of DMSO-control signal, blank-subtracted;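 active means activation factor of 2 or more at 20 µM, a signal rise over negative controls twice the positive control's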
PPARg SRC3 recr – PPARgamma agonists recruiting SRC-3 coactivator, primary screen, biochemical; Peroxisome proliferator-activated receptor gamma (Homo sapiens), P37231; biochemical PPARgamma/SRC-3 coactivator recruitment assay; activation, % at 8 µM; 200,000 compounds, 0.26% hits; in the data active means activation above about 23%;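 further: 0% = DMSO and 100% = reference agonist; some compounds past the cut are filed as inactive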
PPARg SRC1 recr – PPARgamma agonists recruiting SRC-1 coactivator, primary screen, biochemical; 200,000 compounds, 0.41% hits; activation, % at 8 µM; Peroxisome proliferator-activated receptor gamma (Homo sapiens), P37231; PPARgamma-SRC-1 coactivator recruitment biochemical assay; in the data active means activation above about 19%;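 further: 0% = DMSO and 100% = reference agonist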
STAT1 blocker – STAT1 signaling inhibitors, primary screen, cell-based, HTS, luciferase reporter. NIH 3T3 STAT1-luciferase reporter, IFN-gamma, luminescence. inhibition, % at 5.5 µM. 200,000 compounds, 0.35% hits. AID 920, 2007;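 active means inhibition above a set limit, the mean inhibition across all tested compounds plus 3 SD, cut at about 34% in these data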;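 further: 0% = IFN-gamma with DMSO and 100% = IFN-gamma with 300 µM nifuroxazide; values of inactives mirror those of a sister screen read the other way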
PPARg SRC-2 ag – agonists of PPARg-SRC-2 recruitment, primary screen, biochemical, HTS; 200,000 compounds, 0.34% hits; Peroxisome proliferator-activated receptor gamma (Homo sapiens), P37231; PPARgamma LBD-SRC-2 recruitment; activation, % at 8 µM; in the data active means activation above about 22%;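 further: 0% = vehicle and 100% = reference agonist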
SRC2 TRFRET art – TR-FRET signal artefacts, primary screen, artefact control for PPARgamma SRC-2 agonist project, biochemical; TR-FRET artefact counter-screen; hits give high values; AID 1049, 2008; TR-FRET ratio at 8 µM; 200,000 compounds, 0.4% hits; in the data active means TR-FRET ratio above about 2000; further: inactives centre near 1500
STAT3 activator – IL-6 driven STAT3 reporter potentiators, primary screen, U3A cells, luciferase, luminescence, MLSCN library; IL-6 STAT3-luciferase reporter; 100% = signal with IL-6 EC80 alone; activation (% of control), % at 5.6 µM; 190,000 compounds, 0.91% hits;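 active means activation above the screen-wide mean of compound activation plus 3 SD, cut at about 130% in these data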;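 further: 0% = background luminescence of wells with medium and substrate only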
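Test system: STAT3-luciferase reporter U3A cells; Detection: reporter luminescence signal; Times: 1 h compound pre-exposure, 6 h IL-6 stimulation, 37 °C; Benchmarks: IL-6-only high control; Also added: IL-6 stimulus at 33 ng/mL final.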
TNAP act hiacc – TNAP activators at high phosphate acceptor level, primary screen, biochemical, luminescence, uHTS. Alkaline phosphatase, tissue-nonspecific isozyme (Homo sapiens), P05186. purified TNAP, CDP-star luminescence, 1 M DEA, 30 min; hits give high values; 0 = EDTA background, 1 = DMSO-only activity. activation factor at 20 µM. 200,000 tested, under 10 active. AID 1136, 2008;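 active means activation factor at least 2 at 20 µM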
Target sequence (P05186 whole entry, looked up): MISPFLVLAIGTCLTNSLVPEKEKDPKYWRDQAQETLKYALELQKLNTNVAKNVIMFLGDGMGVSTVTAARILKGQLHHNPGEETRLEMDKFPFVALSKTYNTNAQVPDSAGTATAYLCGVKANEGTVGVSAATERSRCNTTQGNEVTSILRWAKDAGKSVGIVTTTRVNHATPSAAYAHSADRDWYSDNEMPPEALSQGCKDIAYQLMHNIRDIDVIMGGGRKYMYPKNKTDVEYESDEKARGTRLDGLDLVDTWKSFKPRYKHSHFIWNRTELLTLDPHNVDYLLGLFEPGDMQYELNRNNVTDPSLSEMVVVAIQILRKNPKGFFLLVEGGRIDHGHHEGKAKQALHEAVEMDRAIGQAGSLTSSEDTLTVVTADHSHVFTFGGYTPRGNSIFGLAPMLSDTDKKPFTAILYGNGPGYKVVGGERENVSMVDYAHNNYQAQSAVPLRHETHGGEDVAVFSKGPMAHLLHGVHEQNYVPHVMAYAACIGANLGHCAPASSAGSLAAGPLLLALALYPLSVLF
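system = human TNAP | amount = enzyme diluted 1/800 final | reagent = 100 µM CDP-star substrate | signal = luminescent substrate turnover signal | dosing = one dose, 20 µM | benchmarks = EDTA negative control, DMSO positive control | measure = activation factor | timing = 30 min reaction, room temperature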
STAT3 blocker – IL-6 driven STAT3 reporter inhibitors, primary screen, U3A cells, luciferase, luminescence, MLSCN library | IL-6 STAT3-luciferase reporter; host cell line lacks STAT1 | AID 862, 2007 | 190,000 compounds, 0.89% hits | inhibition, % at 5.5 µM;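 active means inhibition above the mean inhibition across all screened compounds plus 3 SD, cut at about 44% in these data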;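 further: 0% = DMSO only wells and 100% = 100 µM nifuroxazide control wells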
bIAP inhibitor – bovine intestinal alkaline phosphatase inhibitors, primary screen, selectivity assay for TNAP inhibitor project, biochemical, bovine IAP, CDP-star luminescence | AID 1019, 2008 | alkaline phosphatase, intestinal [Bos taurus] | inhibition, % at 20 µM | purified bovine IAP, 30 min | 190,000 tested, under 10 active;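 active means over 50% inhibition of intestinal alkaline phosphatase at 20 µM in the single-dose screen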
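Incubation: 30 min reaction at room temperature / Material: purified bovine intestinal alkaline phosphatase (IAP) enzyme / Input: enzyme at 1/65,000,000 dilution / Dosing: 20 µM single dose / Signal: CDP-star luminescence signal / Reagent: CDP-star chemiluminescent phosphatase substrate, 30 µM final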
ROMK primary – ROMK potassium channel modulators, primary screen, cell-based, thallium flux, MLSMR library. Tet-inducible ROMK, thallium flux fluorescence; actives lie on both sides. ATP-sensitive inward rectifier potassium channel 1 (Homo sapiens), P48048. AID 1918, 2009. B-score at 10 µM. 130,000 compounds, 2% hits;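 active means signal ratio slope over the read window, or its plate-corrected B-score, at least 3 SD from the plate mean, either direction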;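 further: B-score of the F/F0 ratio slope over 7 to 12 s after thallium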
Target sequence (P48048 whole entry, looked up): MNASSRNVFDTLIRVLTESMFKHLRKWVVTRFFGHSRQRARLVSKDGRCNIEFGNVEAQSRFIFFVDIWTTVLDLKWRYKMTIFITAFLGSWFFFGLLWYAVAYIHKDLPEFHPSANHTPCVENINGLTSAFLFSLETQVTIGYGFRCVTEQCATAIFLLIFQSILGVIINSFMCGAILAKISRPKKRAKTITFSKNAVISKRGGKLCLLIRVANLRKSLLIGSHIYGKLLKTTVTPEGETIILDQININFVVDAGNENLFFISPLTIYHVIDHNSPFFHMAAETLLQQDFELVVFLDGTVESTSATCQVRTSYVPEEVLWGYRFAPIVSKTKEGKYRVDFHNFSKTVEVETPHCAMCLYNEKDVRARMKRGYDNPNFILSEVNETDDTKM
Numbers without * were called inactive; . = no result given. The order is random. Share with any hit: about 3.7%.

| structure | bIAP act | PPARg SRC3 recr | PPARg SRC1 recr | STAT1 blocker | PPARg SRC-2 ag | SRC2 TRFRET art | STAT3 activator | TNAP act hiacc | STAT3 blocker | bIAP inhibitor | ROMK primary |
| --- | --- | --- | --- | --- | --- | --- | --- | --- | --- | --- | --- |
| CCOC(=O)Cn1nc(C)c([N+](=O)[O-])c1C | 1.1 | 2.8 | 6.8 | -10.0 | 6.5 | 1561 | 106.8 | 1 | -6.6 | -5.4 | . |
| CC/C(=N\O)C(C)(C)/[N+]([O-])=C/c1ccc(Br)cc1 | 0.9 | -1.2 | 3.0 | -2.4 | 1.9 | 1459 | 97.1 | 1 | 12.1 | 14.9 | . |
| CNC(=O)COc1cccc(C(=O)NCc2ccccc2)c1 | 1 | 2.2 | 9.5 | 1.8 | 9.1 | 1662 | 95.4 | 1 | 0.6 | -4.8 | . |
| Cc1ccc(CSCCNC(=O)c2ccc(C)cc2)cc1 | 1 | -1.2 | 0.1 | 3.1 | -2.0 | 1555 | 100.3 | 1 | 2.0 | 2.5 | -0.902 |
| O=C(COC(=O)C1CC(=O)N(Cc2ccccc2)C1)Nc1ccccc1F (centres undefined) | 1.2 | -0.1 | 3.9 | 8.5 | -0.9 | 1408 | 98.9 | 1 | 3.7 | -18.9 | -0.103 |
| Cc1c(Cl)cnc(NC(=O)COC(=O)c2ccc(S(=O)(=O)NCc3ccco3)cc2)c1Cl | 0.9 | -7.8 | -1.3 | -0.9 | -0.4 | 1576 | 103.0 | 1 | -8.9 | 5.8 | . |
| Cn1nnnc1SCC(=O)NCc1cc([N+](=O)[O-])ccc1O | 1 | 3.6 | 12.9 | -3.4 | 10.9 | 1837 | 101.4 | 0.9 | 2.3 | -2.3 | 0.195 |
| COCCNS(=O)(=O)c1cc(Br)ccc1OC | 1.1 | -6.9 | 0.0 | -14.0 | -2.4 | 1338 | 101.7 | 1 | -5.2 | -8.6 | -0.0341 |
| O=C(Cc1coc2ccc3ccccc3c12)Nc1nccs1 | 1 | 1.8 | 1.0 | 1.2 | -4.3 | 1479 | 100.0 | 1.1 | 6.0 | 2.3 | -0.356 |
| CCNC(=O)CC1C(=O)N(c2ccc(F)cc2)C(=S)N1CCc1ccncc1 (centres undefined) | 1 | 3.1 | -4.4 | -2.2 | -1.3 | 1600 | 102.9 | 1 | 1.0 | 1.2 | 1.02 |
| CC1CCN(C(c2ccc(N(C)C)cc2)c2nnnn2C(C)(C)C)CC1 (centres undefined) | 1 | -5.7 | 3.3 | -7.4 | 0.2 | 1421 | 98.2 | 1.1 | 6.5 | -2.2 | -0.245 |
| O=C(O)c1ccccc1C1=Nc2ccc(O)cc2Oc2cc(O)ccc21 | 0.9 | -3.5 | 12.5 | 4.5 | 8.9 | 1488 | 102.6 | 1.1 | -2.3 | 10.9 | . |
| CCOc1ccc(-n2cc(C(=O)Nc3cccc(OC)c3)c3cc(OC)c(OC)cc3c2=O)cc1 | 1.1 | 8.1 | 7.2 | 1.0 | 15.1 | 1693 | 90.2 | 1.1 | 15.3 | -8.8 | . |
| CCCCCCCCCC(=O)NNC(=O)c1c(O)c2ccccc2n(CC)c1=O | 1.1 | 3.8 | 2.5 | 8.9 | -1.9 | 1436 | 108.4 | 1.1 | -7.4 | -7.7 | 1.74 |
| CCCOc1ccc(N2CC(C(=O)NC(C)C)CC2=O)cc1 (centres undefined) | 1.2 | 1.6 | 12.6 | -6.2 | 2.5 | 1615 | 104.5 | 1 | -2.2 | -19.7 | -0.0538 |
| Cc1ccc2nc(-c3ccc(NC(=O)c4ccco4)cc3)[nH]c2c1 | 0.8 | 4.6 | 5.7 | -72.7 | 12.3 | 1462 | 90.9 | 1 | 14.0 | 18.8 | 0.453 |
| COC(C(=O)Nc1cccc(F)c1)c1ccccc1 (centres undefined) | 0.9 | 7.8 | 7.4 | 10.4 | 8.1 | 1628 | 96.4 | 1.1 | 10.7 | 12.2 | . |
| Cc1cc(NCCC(C)C)n2nc(C)c(-c3ccccc3)c2n1 | 0.9 | 10.8 | 1.0 | 2.4 | 12.5 | 1582 | 97.2 | 1 | 4.9 | 7.6 | . |
| CC(=O)/C(N=Nc1cccc(C(F)(F)F)c1)=C(\C)O | 1.1 | 1.3 | 2.9 | -7.3 | 6.9 | 1657 | 92.3 | 1 | 13.2 | -7.5 | -0.369 |
| O=C(CSc1nc2nc3c(cc2c(=O)n1-c1ccccc1)CCCC3)Nc1ccccc1 | 1.4 | 7.7 | -3.3 | 7.2 | 5.5 | 1597 | 100.5 | 1.1 | 2.5 | -39.6 | . |
| CCCCC(CC)CNC(=O)C(=O)c1ccccc1NC(C)=O (centres undefined) | 0.9 | -4.8 | -0.4 | -3.4 | -3.8 | 1438 | 98.6 | 1 | 4.4 | 8.3 | -0.132 |
| O=C(Oc1ccc(N(Cc2cccs2)C2=NS(=O)(=O)c3ccccc32)cc1)c1ccccc1Cl | 1 | 8.5 | -1.6 | -1.0 | 3.3 | 1347 | 102.8 | 1 | -0.1 | 2.2 | -0.923 |
| CCCNC(=O)c1ccccc1NC(=O)COc1ccc(OC)cc1 | 0.9 | -8.7 | -8.5 | 0.9 | -0.2 | 1566 | 104.5 | 1 | -5.3 | 6.7 | -0.172 |
| COc1ccc(/C=N/NC(=O)C(C)n2cnc3ccccc3c2=O)cc1 (centres undefined) | 1 | -5.7 | -3.1 | -5.5 | -9.3 | 1435 | 98.5 | 1 | 0.3 | 1.9 | 0.709 |
| CCOC(=O)c1nn(-c2ccccc2)c2nc(Nc3ccccc3)cc(=O)n12 | 0.9 | -7.5 | -0.2 | -7.8 | 9.8 | 1580 | 84.5 | 1 | 18.9 | 11.8 | 1.07 |
| O=[n+]1cc(-c2ccccc2)n([O-])c2c1CCC2 | 1 | 8.0 | 7.9 | -4.9 | 4.0 | 1482 | 97.0 | 1 | 7.6 | 0.1 | -0.285 |
| Cc1ccccc1C(OCCN(C)C)C1CCCCC1 (centres undefined) | 1.1 | -3.8 | -7.7 | 8.0 | -13.0 | 1444 | 101.2 | 0.9 | 1.3 | -6.8 | . |
| CCc1ccc(CN2C(=O)c3ccccc3C2C(=O)NCc2cccnc2)cc1 (centres undefined) | 1.2 | 0.2 | 11.5 | 6.4 | 8.3 | 1701 | 92.5 | 1 | 10.6 | -18.0 | -0.449 |
| CC(=O)Nc1nonc1NC(C)=O | 1.2 | -5.0 | -0.4 | -3.1 | -7.8 | 1345 | 102.8 | 1.1 | 1.1 | -15.9 | 0.0905 |
| CCc1ccccc1NC(=S)N(CCN(C)C)C(C)c1cccnc1 (centres undefined) | 1 | 2.7 | 6.0 | 8.2 | 4.0 | 1678 | 103.1 | 1 | 5.3 | -4.2 | 0.0134 |
| CCCCC[C@H](O)/C=C/[C@@H]1[C@@H](CCCCCCC(=O)O)[C@@H](O)C[C@H]1O | 0.9 | -1.7 | 6.6 | -2.3 | 1.5 | 1417 | 91.9 | 1 | 11.5 | 13.2 | . |
| CCCOc1cccc(NC(=O)OC2CCN(C)CC2)c1 | 0.4 | 1.3 | 9.1 | -7.4 | 1.7 | 1571 | 87.1 | 1 | 18.9 | . | -0.817 |
| COc1ccc(S(=O)(=O)N(c2onc(C)c2Cl)S(=O)(=O)c2ccc(OC)cc2)cc1 | 0.8 | 1.7 | -0.5 | 7.0 | 2.8 | 1594 | 103.7 | 1 | 1.3 | 15.1 | . |
| COc1cc(-c2nc3ccccn3c2/N=C/c2cccc(OC)c2O)ccc1O | 0.8 | 8.0 | 7.3 | -4.9 | 17.2 | 2175* | 130.4 | 0.9 | -34.9 | 24.6 | . |
| COc1cccc(-c2nc(N3CC(C)CC(C)C3)c3ccccc3n2)c1O (centres undefined) | 1 | -2.0 | -2.2 | 3.9 | 1.9 | 1821 | 138.5* | 1.1 | -36.9 | 2.2 | 0.463 |
| C=CCN1C(=O)C(CC(=O)Nc2ccccc2)N(Cc2ccccn2)C1=S (centres undefined) | 1 | 0.4 | 7.9 | 1.9 | 5.4 | 1647 | 101.6 | 1 | 0.3 | 3.1 | 0.0444 |
| O=C(CSCc1nc2c(nnn2Cc2ccc(F)cc2)c(=O)[nH]1)Nc1cccc(C(F)(F)F)c1 | 1 | 4.1 | -3.1 | -6.1 | -1.0 | 1491 | 105.8 | 1 | -3.3 | 0.8 | -0.193 |
| CC(=O)Nc1ccc(SCC(=O)OCC(=O)NC(=O)NCc2ccco2)cc1 | 1 | -8.6 | 7.9 | 11.3 | 2.3 | 1411 | 102.9 | 1.1 | 0.8 | 1.6 | . |
| CC(=O)c1cc(-c2ccc(F)cc2)n(CC(=O)NCc2cccs2)c1C | 1 | 11.0 | 5.3 | -0.3 | 0.4 | 1407 | 95.4 | 1.1 | 8.0 | 0.0 | -1.57 |
| CC(=O)Nc1ccc(S(=O)(=O)Nc2nc3ccccc3s2)cc1 | 1 | 9.1 | 0.1 | 1.6 | 14.4 | 1645 | 118.2 | 1 | -16.5 | -2.4 | 0.00518 |
| NC(=O)Cc1ccc(C(=O)c2ccccc2)s1 | 1 | 2.9 | 9.8 | -6.8 | 4.3 | 1686 | 112.4 | 1 | -13.6 | -4.4 | 0.00287 |

Entries of single compounds from above. Screens in order: bIAP act | PPARg SRC3 recr | PPARg SRC1 recr | STAT1 blocker | PPARg SRC-2 ag | SRC2 TRFRET art | STAT3 activator | TNAP act hiacc | STAT3 blocker | bIAP inhibitor | ROMK primary
CC(=O)Nc1ccc(S(=O)(=O)Nc2nc3ccccc3s2)cc1 across the screens: 1 | 9.1 | 0.1 | 1.6 | 14.4 | 1645 | 118.2 | 1 | -16.5 | -2.4 | 0.00518
CCCCC[C@H](O)/C=C/[C@@H]1[C@@H](CCCCCCC(=O)O)[C@@H](O)C[C@H]1O across the screens: 0.9 | -1.7 | 6.6 | -2.3 | 1.5 | 1417 | 91.9 | 1 | 11.5 | 13.2 | .
CC(=O)Nc1ccc(SCC(=O)OCC(=O)NC(=O)NCc2ccco2)cc1 across the screens: 1 | -8.6 | 7.9 | 11.3 | 2.3 | 1411 | 102.9 | 1.1 | 0.8 | 1.6 | .
